C diff HTS: C. difficile growth inhibition; Clostridium difficile clinical isolate growth, OD600, 24 h; stronger effect = lower value; actives 0.25% (n = 86,000); growth activity, negative = inhibition, % at 16 µg/mL (by protocol);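 active = mean growth activity at or below -80% and every replicate also at or below -80%; inconclusive = mean at or below -80% but some replicate above -80%; inactive = mean growth activity above -80%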;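 note: 0% = DMSO wells and -100% = levofloxacin 16 µg/mL wells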
GASC1 inh: KDM4C (human) demethylase inhibition; GST-KDM4C 2-372, H3K9me3 peptide, LANCE TR-FRET; inhibition, % at 12.5 µM; actives 0.15% (n = 96,000); AID 720574;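 active = mean replicate inhibition above about 25%, with at least 55% of replicates also reaching it, limit read from the data, passing the limit was not always enough; inconclusive = only one of those two conditions met; inactive = neither condition met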
Target sequence (Q9H3R0 2-372 limits assumed): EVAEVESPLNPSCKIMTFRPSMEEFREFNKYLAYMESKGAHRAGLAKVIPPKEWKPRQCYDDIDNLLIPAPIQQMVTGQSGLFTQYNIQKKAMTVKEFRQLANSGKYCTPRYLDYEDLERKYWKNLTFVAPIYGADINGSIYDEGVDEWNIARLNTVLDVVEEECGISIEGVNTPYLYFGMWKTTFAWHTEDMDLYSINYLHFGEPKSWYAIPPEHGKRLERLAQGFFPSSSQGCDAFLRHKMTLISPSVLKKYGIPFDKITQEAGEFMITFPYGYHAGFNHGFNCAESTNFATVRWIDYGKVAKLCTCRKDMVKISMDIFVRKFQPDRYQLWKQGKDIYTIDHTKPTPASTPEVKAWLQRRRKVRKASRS
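Material: GST-tagged GASC-1 (JMJD2C) catalytic fragment, aa 2-372 / Quantity: enzyme final amount 10 nM / Medium: HEPES buffer, pH 7.5, plus ascorbate / Doses: one test concentration per compound / Incubation: 30 min reaction, 60 min detection, RT / Measured by: LANCE TR-FRET / Read-out: inhibition from TR-FRET ratio decrease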
Pf Dd2 inh: P. falciparum Dd2 growth inhibition; SYBR Green, 72 h; stronger effect = lower value; activity change, % at 10 µM; actives 2.3% (n = 94,000); in the data active = activity change below about -80%; inconclusive = no clear call, values can overlap the other calls
Tcruzi prolif: inhibitors of T. cruzi proliferation | inhibition, % at 8.34 µM | actives 5.9% (n = 77,000) | T. cruzi beta-gal in NIH3T3, GalScreen luminescence, 90 h | AID 624255;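 active = mean inhibition above about 93%, with at least 55% of replicates each passing it, limit read from the data, passing the limit was not always enough; inconclusive = only one of those two conditions holds; inactive = neither condition holds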
* marks the source's active call; other numbers are inactive results; ? = inconclusive; / = not tested or not shown; & = joins results of further samples. Rows were taken by chance; about 6.7% have a hit in one of these screens.

Molecule | Pf Dd2 inh | C diff HTS | GASC1 inh | Tcruzi prolif
C[C@@H]1CN([C@@H](C)CO)C(=O)c2cc(-c3cccnc3)cnc2O[C@H]1CN(C)S(C)(=O)=O | 27 | -2 | 5.2 | 21
C[C@@H]1CN([C@H](C)CO)C(=O)c2cc(-c3cccc(C#N)c3)cnc2O[C@@H]1CN(C)C(=O)C1CC1 | -10 | / | 1.0 | 52
COc1ccc(NC(=O)N(C)C[C@@H]2OCCCC[C@@H](C)Oc3ccc(NS(=O)(=O)c4ccccc4)cc3C(=O)N([C@H](C)CO)C[C@H]2C)cc1 | -7 | 10 | -0.2 | 92
N#C[C@@H]1[C@H](c2ccccc2C2=CCCCC2)[C@@H](CO)N1C(=O)Cc1ccncc1 | -51 | -4 | -2.2 | /
COc1ccc2c3c(n(C)c2c1)[C@@H](CO)N(Cc1cc(F)ccc1F)CC31CN(C(=O)C2CC2)C1 | 3 | 28 | -2.5 | /
CC(C)C#Cc1cnc2c(c1)C(=O)N([C@H](C)CO)C[C@@H](C)[C@H](CN(C)C(=O)Nc1ccccc1)O2 | / | 3 | 2.6 | -27
O=S(=O)(Cc1ccccc1)N1CCCCN2[C@H](CO)[C@H](c3ccc(-c4ccc(F)cc4)cc3)[C@@H]2C1 | 10 | 36 | -0.3 | 100*
CN1C(=O)c2cc(NC(=O)c3ccc(Cl)cc3)ccc2OC[C@H]2O[C@H](CC(=O)O)CC[C@@H]21 | 10 | / | -0.9 | -29
CO[C@@H]1CN(C)C(=O)c2cc(NC(=O)NC(C)C)ccc2OC[C@@H](C)N(Cc2cncnc2)C[C@H]1C | 35 | 1 | 0.9 | 8
COc1ccccc1S(=O)(=O)N[C@@H]1CC[C@@H](CCn2cc(C3CC3)nn2)O[C@@H]1CO | 5 | 6 | 4.8 | /
O=C(CC1CC1)N[C@@H]1C[C@@H]2O[C@@H](CO)CC[C@@H]2O[C@@H]1CCc1ccc(C#Cc2ccccc2)cc1 | -63 | 59 | / | /
C[C@@H]1CN([C@@H](C)CO)C(=O)c2cc(NC(=O)C3CCCCC3)ccc2O[C@H]1CN(C)Cc1ccccc1 | -6 | -8 | 1.6 | -30
COc1ccc2c3c([nH]c2c1)[C@@H](CO)N(Cc1ccccc1OC)CC31CN(S(=O)(=O)c2ccccc2)C1 | -53 | -8 | -0.1 | /
CO[C@@H]1CN(C)C(=O)c2cc(NC(=O)c3cccc(F)c3)ccc2OC[C@H](C)N(CC2CC2)C[C@@H]1C | 19 | / | -1.7 | 59
CO[C@@H]1CN(C)C(=O)c2ccc(NC(=O)Nc3cc(F)ccc3F)cc2OC[C@H](C)NC[C@@H]1C | -5 | / | 0.5 | -33
C[C@H]1CN([C@@H](C)CO)C(=O)c2cc(NS(C)(=O)=O)ccc2O[C@H]1CN(C)Cc1ccc(C(=O)O)cc1 | 11 | / | -0.9 | -178
Cc1noc(C)c1S(=O)(=O)N(C)C[C@H]1OCCCC[C@@H](C)Oc2ccc(NC(=O)CCC(F)(F)F)cc2C(=O)N([C@H](C)CO)C[C@@H]1C | -1 | 4 | -2.9 | 5
COc1ccc(C#Cc2ccc3c(c2)[C@H]2[C@H](CCN2C(=O)c2ccccn2)[C@H](CO)N3)cc1 | -88* | 50 | -2.0 | /
COc1ccc(CN(C)C[C@@H]2Oc3ccc(NC(=O)Nc4cccc5ccccc45)cc3CC(=O)N([C@H](C)CO)C[C@H]2C)cc1 | -22 | 1 | -10 | 85
CCC(=O)N(C)C[C@@H]1Oc2ncc(-c3ccc(F)cc3)cc2C(=O)N([C@@H](C)CO)C[C@H]1C | 42 | -3 | -1.4 | 2
CCS(=O)(=O)Nc1ccc2c(c1)C(=O)N(C)C[C@H](OC)[C@H](C)CN(CC1CCCC1)[C@@H](C)CO2 | -3 | 1 | -0.1 | -42
C[C@@H]1CN([C@H](C)CO)C(=O)c2cccc(NC(=O)c3ccncc3)c2O[C@@H]1CN(C)CC1CC1 | 36 | -1 | 2.1 | -11
C[C@H](CO)N1C[C@H](C)[C@H](CN(C)C(=O)Nc2ccc(F)cc2)Oc2ncc(Br)cc2C1=O | 48&21 | 0&-1 | 3.5 | -173&-154
CCCN(C)C[C@H]1OCCCC[C@H](C)Oc2ccc(NC(=O)Nc3ccc(C(F)(F)F)cc3)cc2C(=O)N([C@@H](C)CO)C[C@H]1C | -69 | -31 | -1.3 | 54
C[C@@H]1CN([C@H](C)CO)C(=O)c2cc(C#CC3(O)CCCC3)cnc2O[C@@H]1CN(C)S(=O)(=O)c1cccc(F)c1 | -11 | -2 | -2.5 | 49
C[C@@H]1CN([C@H](C)CO)C(=O)c2cc(NS(C)(=O)=O)ccc2O[C@@H]1CN(C)Cc1ccc(Cl)c(Cl)c1 | 3 | 5 | 1.1 | 28
COCc1cn(CC[C@H]2CC[C@@H](NC(=O)Nc3ccc(C(F)(F)F)cc3)[C@@H](CO)O2)nn1 | -62 | 1 | -1.3 | -14
COc1cccc(S(=O)(=O)N2C[C@@H](O)COC[C@@H]3O[C@H](CC(=O)Nc4ccccc4)CC[C@H]32)c1 | -9 | 0&-3 | -0.2 | 109*
Cc1noc(C)c1NC(=O)Nc1ccc2c(c1)C(=O)N([C@@H](C)CO)C[C@@H](C)[C@@H](CN(C)C(=O)NC(C)C)OCCCC[C@@H](C)O2 | 6 | 2 | -0.6 | -27
COc1ccccc1CNC(=O)C[C@@H]1CC[C@H]2[C@@H](COC[C@H](O)CN2C(=O)Nc2ccc(C(F)(F)F)cc2)O1 | -12 | / | 0.1 | 37
COc1ccc(NC(=O)N(C)C[C@H]2Oc3ccc(NC(=O)C4CC4)cc3C(=O)N([C@H](C)CO)C[C@@H]2C)cc1 | -9 | 4 | 1.8 | 37
COc1ccccc1S(=O)(=O)N(C)C[C@@H]1Oc2ncc(-c3ccc(C)cc3)cc2C(=O)N([C@H](C)CO)C[C@H]1C | -21 | 3 | -3.2 | 86
CC(C)CC#Cc1cnc2c(c1)C(=O)N([C@@H](C)CO)C[C@H](C)[C@H](CN(C)C(=O)c1cccc(F)c1)O2 | -1 | -5 | 0.6 | /
C[C@@H]1CN([C@H](C)CO)C(=O)c2cccc(NC(=O)C3CCCCC3)c2O[C@@H]1CN(C)Cc1ccc(C(F)(F)F)cc1 | -18 | -3 | 0.1 | -63
CO[C@H]1CN(C)C(=O)c2ccc(NC(=O)CC(F)(F)F)cc2OC[C@H](C)N(C(C)=O)C[C@H]1C | 7 | -1 | -0.1 | /
CCCNC(=O)C[C@@H]1CC[C@@H]2[C@H](COc3ccc(NC(=O)COC)cc3C(=O)N2C)O1 | 3 | 2 | 1.9 | -28
C[C@@H]1CN([C@H](C)CO)S(=O)(=O)c2ccc(C#CCN(C)C)cc2O[C@@H]1CN(C)Cc1cccnc1 | -20 | 2 | 4.5 | 75
C[C@H]1CN([C@@H](C)CO)C(=O)Cc2cc(N(C)C)ccc2O[C@@H]1CN(C)Cc1ccccc1 | 10 | -2 | / | 65
CCN1[C@@H]2c3ccc(C4=CCCCC4)c(=O)n3C[C@@H]2[C@@H](CO)[C@@H]1C(=O)NC1Cc2ccccc2C1 | -17 | 17 | 3.7 | 105*
C[C@@H]1CN([C@@H](C)CO)S(=O)(=O)c2ccc(-c3cncnc3)cc2O[C@@H]1CN(C)Cc1ccc(Oc2ccccc2)cc1 | -15 | / | -0.1 | /
CC(C)C#Cc1cnc2c(c1)C(=O)N([C@@H](C)CO)C[C@H](C)[C@H](CN(C)Cc1cccc(F)c1)O2 | -31 | 7 | / | 76
O=C(C1CCC1)N1CC2(C1)[C@H](c1ccccc1)[C@@H](CO)N2C(=O)c1ccccn1 | 36 | 9 | -2.5 | /
COc1ccccc1-c1cnc2c(c1)C(=O)N([C@@H](C)CO)C[C@@H](C)[C@H](CN(C)Cc1ccc(C(=O)O)cc1)O2 | -8 | 1 | -1.4 | 33
COCC(=O)Nc1ccc2c(c1)OC[C@@H](C)N(Cc1ccccc1F)C[C@@H](C)[C@@H](OC)CN(C)C2=O | 1 | 3 | 2.2 | 19
Cc1noc(C)c1S(=O)(=O)N(C)C[C@@H]1Oc2ccc(NC(=O)Nc3ccc4c(c3)OCO4)cc2CC(=O)N([C@@H](C)CO)C[C@H]1C | -38 | -15 | 11 | /
CN(C)C(=O)C[C@@H]1C[C@@H]2c3cc(NC(=O)C4CCOCC4)ccc3O[C@@H]2[C@@H](CO)O1 | 9 | -1 | 0.5 | -31
C[C@@H]1CCCCO[C@H](CN(C)Cc2ccc(C(F)(F)F)cc2)[C@@H](C)CN([C@@H](C)CO)C(=O)c2cc(NS(=O)(=O)c3cccs3)ccc2O1 | -30 | -3 | 6.8 | 112*
COCC#Cc1ccc([C@H]2[C@H]3CN(C(=O)C4CC4)CC(=O)N3[C@H]2CO)cc1 | -35 | -5 | 0.7 | /
C[C@@H]1CN([C@@H](C)CO)C(=O)c2cc(NC(=O)CCCCCC(=O)Nc3ccccc3N)ccc2O[C@H]1CN(C)S(=O)(=O)c1ccc(F)cc1 | -20 | 11 | 0.1 | /
CC=Cc1ccc2n(c1=O)C[C@@H]1[C@@H](CO)[C@H](C(=O)NCc3ccccc3F)N(CCC)[C@H]21 (mixture of isomers) | / | 5 | 3.4 | 1
COc1ccc(NC(=O)N(C)C[C@H]2Oc3ccc(NC(=O)Nc4ccccc4)cc3CC(=O)N([C@@H](C)CO)C[C@H]2C)cc1 | -2 | 2 | 2.9 | -5
C[C@H]1CN([C@@H](C)CO)S(=O)(=O)c2ccc(Br)cc2O[C@@H]1CN(C)Cc1cncnc1 | -9 | 8 | 1.3 | 28
CCC(=O)Nc1ccc2c(c1)C(=O)N(C)[C@H]1CC[C@@H](CC(=O)N3CCCCC3)O[C@H]1CO2 | 2 | -7 | 1.0 | 1
CC(C)C#Cc1cnc2c(c1)C(=O)N([C@@H](C)CO)C[C@H](C)[C@H](CN(C)C(=O)CCN1CCCCC1)O2 | / | 3 | 0.2 | -57
CNC[C@@H]1Oc2ccc(NC(=O)Nc3c(C)noc3C)cc2CC(=O)N([C@@H](C)CO)C[C@H]1C | 2 | 2 | -0.6 | 12
CC(C)NC(=O)Nc1ccc2c(c1)C(=O)N([C@@H](C)CO)C[C@H](C)[C@@H](CN(C)Cc1ccncc1)OCCCC[C@@H](C)O2 | 14 | 4 | 0.8 | 42
O=C(C[C@@H]1C[C@H]2c3cc(NC(=O)Nc4ccccc4F)ccc3O[C@H]2[C@@H](CO)O1)NCc1ccncc1 | 10 | -3 | -1.1 | -12
COc1ccccc1S(=O)(=O)N(C)C[C@@H]1Oc2cc(/C=C/c3ccccc3)ccc2S(=O)(=O)N([C@@H](C)CO)C[C@H]1C | ? | 6 | 1.1 | 128*
O=C(NC[C@@H]1CC[C@@H]2[C@@H](CN2C(=O)C2CCOCC2)O1)c1cccnc1 | 1 | -3 | / | /
COc1ccc(NC(=O)N(C)C[C@H]2Oc3c(NC(=O)NC4CCCCC4)cccc3C(=O)N([C@@H](C)CO)C[C@H]2C)cc1 | -45 | -5 | 1.7 | -53

Other compounds:
Molecule | Pf Dd2 inh | C diff HTS | GASC1 inh | Tcruzi prolif
COc1ccc(CN(C)C[C@H]2Oc3ccc(NC(=O)Cc4cn(C)c5ccccc45)cc3C(=O)N([C@H](C)CO)C[C@H]2C)cc1 | -15 | -6 | 0.6 | 41
COCC(=O)Nc1ccc2c(c1)C(=O)N(C)[C@H]1CC[C@@H](CC(=O)O)O[C@@H]1CO2 | 3 | / | 0.6 | 14
O=C(C[C@@H]1CC[C@@H](NC(=O)c2ccccn2)[C@@H](CO)O1)NCc1cc(F)cc(F)c1 | -7 | -1 | 1.3 | 13
C[C@@H]1CN([C@@H](C)CO)C(=O)c2cc(C#Cc3ccncc3)cnc2O[C@H]1CN(C)S(=O)(=O)c1ccccc1F | -45 | 4 | 0.0 | 3
C[C@@H]1CCCCO[C@@H](CN(C)S(C)(=O)=O)[C@@H](C)CN([C@@H](C)CO)C(=O)c2cc(NC(=O)c3ccccc3)ccc2O1 | 37 | 1 | 0.6 | 35
Cc1ccc(-c2ccc([C@H]3[C@H](CO)N4C(=O)CN(C(=O)Nc5cccc(F)c5)C[C@@H]34)cc2)cc1 | 4 | 4 | -2.4 | /
C[C@@H]1CN([C@H](C)CO)C(=O)Cc2cc(NC(=O)Nc3ccc4c(c3)OCO4)ccc2O[C@H]1CN(C)C(=O)Nc1ccc(C(F)(F)F)cc1 | -27 | 2 | -1.6 | 10
COc1ccc(NC(=O)Nc2ccc3c(c2)C(=O)N([C@H](C)CO)C[C@H](C)[C@H](CN(C)Cc2ccc(Cl)c(Cl)c2)O3)cc1 | 17 | / | -1.5 | 62
